Compound activity from PubChem BioAssay.
pPAFAH inh = pPAFAH (human) enzyme inhibition. inhibition, % at 3.39 µM. Q13093. 330,000 tested, 1.5% active. recombinant pPAFAH, FP-rhodamine probe fluorescence polarization;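 active = inhibition above the mean inhibition across the screen plus 3 SD, cut at about 25% in these data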;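 also: inhibitors block binding of the rhodamine activity-based probe so polarization drops; 0% = enzyme with DMSO and 100% = wells lacking pPAFAH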
Target sequence (Q13093 whole entry, looked up): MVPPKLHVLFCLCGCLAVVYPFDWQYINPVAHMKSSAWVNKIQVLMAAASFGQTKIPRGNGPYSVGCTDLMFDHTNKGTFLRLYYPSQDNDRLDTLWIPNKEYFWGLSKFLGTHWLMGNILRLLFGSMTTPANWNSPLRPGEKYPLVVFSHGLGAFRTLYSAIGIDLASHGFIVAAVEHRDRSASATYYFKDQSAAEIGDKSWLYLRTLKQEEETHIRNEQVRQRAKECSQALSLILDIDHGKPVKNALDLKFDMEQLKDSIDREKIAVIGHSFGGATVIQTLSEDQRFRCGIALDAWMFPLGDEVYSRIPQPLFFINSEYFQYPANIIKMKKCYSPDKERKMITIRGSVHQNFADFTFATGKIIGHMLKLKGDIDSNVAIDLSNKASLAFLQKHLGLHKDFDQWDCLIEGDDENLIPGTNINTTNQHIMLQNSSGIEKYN
PAFAH1B2 inh = blocks human PAF acetylhydrolase 1b catalytic subunit 2 | recombinant PAFAH1B2, FP-rhodamine activity probe, fluorescence polarization | inhibition, % at 3.39 µM | 340,000 tested, 1.2% active | AID 492953;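 active = inhibition above the mean of all tested compounds plus 3 SD, cut at about 24% in these data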;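 also: 0% = enzyme with DMSO and 100% = wells lacking PAFAH1B2; many of its hits are not listed in these tables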
PAFAH2 FP inh = inhibitors of human PAFAH2 | Q99487 | recombinant PAFAH2, FP-rhodamine activity probe, fluorescence polarization | inhibition, % at 3.39 µM | 340,000 tested, 0.99% active | AID 492956;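 active = inhibition above the mean over all tested compounds plus 3 SD, cut at about 30% in these data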;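 also: inhibitors block probe labeling of enzyme so polarization drops; 0% = enzyme with DMSO and 100% = wells lacking PAFAH2 protein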
LYPLA1 counter = counter-screen for PME1 inhibitors: inhibitors of human LYPLA1. inhibition, % at 5.9 µM. 320,000 tested, 0.16% active. recombinant LYPLA1, FP-Rh probe fluorescence polarization. O75608;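 active = inhibition above the mean of all tested compounds plus 3 SD, set per campaign, cut at about 14% in these data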;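 also: inhibitors block serine hydrolase probe labeling of LYPLA1 so polarization falls; 0% = enzyme with DMSO and 100% = wells lacking LYPLA1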
Target sequence (O75608 whole entry, looked up): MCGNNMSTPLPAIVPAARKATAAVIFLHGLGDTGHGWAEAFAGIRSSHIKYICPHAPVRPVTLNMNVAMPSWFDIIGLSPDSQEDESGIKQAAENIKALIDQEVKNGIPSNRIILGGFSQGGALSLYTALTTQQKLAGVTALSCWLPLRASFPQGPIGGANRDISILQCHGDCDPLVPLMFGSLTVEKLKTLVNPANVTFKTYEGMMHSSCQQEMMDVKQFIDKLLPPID
PREPL inh = human PREPL enzyme inhibition | Q4J6C6 | 320,000 tested, 0.68% active | inhibition, % at 5.96 µM | AID 2751 | recombinant PREPL, fluorescence polarization activity-based probe; in the data active = inhibition above about 43%;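 also: 0% = enzyme with DMSO and 100% = wells lacking enzyme; many of its hits are not listed in these tables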
ZTA DNA inh = counter-screen for EBNA-1 inhibitors: inhibitors of Epstein-Barr virus ZTA | P03206 | ZTA-DNA binding, fluorescence polarization | inhibition, % at 11 µM | 320,000 tested, 0.15% active | AID 2234; in the data active = inhibition above about 33%
Target sequence (P03206 whole entry, looked up): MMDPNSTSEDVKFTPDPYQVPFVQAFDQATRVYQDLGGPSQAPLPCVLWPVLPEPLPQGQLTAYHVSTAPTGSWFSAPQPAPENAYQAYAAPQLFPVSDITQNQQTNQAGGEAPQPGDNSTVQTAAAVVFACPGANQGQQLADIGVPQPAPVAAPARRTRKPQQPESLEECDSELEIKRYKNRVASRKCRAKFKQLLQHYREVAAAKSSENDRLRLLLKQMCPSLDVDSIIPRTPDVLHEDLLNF
PAFAH1B3 FP inh = PAFAH1B3 (human) inhibition; Q15102; recombinant PAFAH1B3, FP-rhodamine probe, fluorescence polarization; inhibition, % at 3.39 µM; 340,000 tested, 0.28% active; AID 492972;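 active = inhibition above the screen-wide average of all tested compounds plus 3 SD, cut at about 25% in these data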;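 also: 0% = enzyme with DMSO only and 100% = wells lacking PAFAH1B3 protein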
EBNA-1 inhibitor = blocks EBNA-1 binding to DNA; inhibition, % at 14.8 µM; AID 1950; 300,000 tested, 0.34% active; EBNA-1 DNA binding, fluorescence polarization; in the data active = inhibition above about 28%
LYPLA2 inh = counter-screen for PME1 inhibitors: inhibitors of human LYPLA2; O95372; recombinant LYPLA2, FP-Rh probe fluorescence polarization; inhibition, % at 5.9 µM; 320,000 tested, 0.38% active;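 active = inhibition above the screen-wide mean plus 3 SD, limit set per campaign, cut at about 26% in these data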;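 also: 0% = LYPLA2 with DMSO and 100% = wells lacking LYPLA2 enzyme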
* marks the source's active call; other numbers are inactive results; nt = no result given. Not all compounds are listed; rates above refer to the full screens.

item	SMILES	pPAFAH inh	PAFAH1B2 inh	PAFAH2 FP inh	LYPLA1 counter	PREPL inh	ZTA DNA inh	PAFAH1B3 FP inh	EBNA-1 inhibitor	LYPLA2 inh
1	CC(NC(=O)c1cccc(S(=O)(=O)N2CCc3ccccc32)c1)c1ccco1 (stereo unspecified)	-2	1	-6	-2	-7	4	-2	nt	1
2	O=C(CSCc1ccccc1F)NCc1ccccc1	4	2	9	1	0	9	7	9	0
3	Cc1ccc(OCc2cc(C(=O)NCCn3cccn3)no2)cc1C	6	2	-7	1	3	-13	9	-6	4
4	Cc1nn2c(nc(N3CCCCC3)c3ccccc32)c1C=O	1	-1	0	-3	-3	3	3	-7	-3
5	O=C(O)c1ccc(C[n+]2c(-c3ccccc3)csc2Nc2ccccc2)cc1	3	3	23	4	-1	-15	-5	6	12
6	CCOC(=O)N1CCC(NS(=O)(=O)c2ccc3c(c2)OCC(=O)N3)CC1	6	8	3	-2	4	-19	1	-4	-4
7	Cc1ccc(NC(=O)CN2C(=O)N/C(=C/c3ccc(N4CCOCC4)cc3)C2=O)cc1	-3	-1	2	-2	10	-3	0	-1	2
8	CC(C)Cn1c2c(c(O)c(C(=O)Nn3c(Cc4ccccc4)nc4ccccc4c3=O)c1=O)CCCC2	1	-1	-10	-2	-2	8	-4	1	2
9	O=C1c2cccc3cccc(c23)C(=O)N1/N=C/c1ccc(O)cc1O	-4	-1	1	0	1	5	7	5	-5
10	CCNC(=S)Nc1cccc(F)c1C	1	nt	nt	0	8	19	nt	10	-3
11	O=C(Nc1ccc(S(=O)(=O)N2CCCC2)cc1)c1ccc(CN2CCOCC2)cc1	2	2	-2	-4	2	3	3	1	-2
12	O=C(COc1ccc(Cl)cc1Cl)NC(=S)N1CCCc2ccccc21	7	1	-4	3	25	18	12	-3	-2
13	C/C(=N\OCC(=O)Nc1ccc(OC(F)(F)F)cc1)c1ccc2c(c1)OCCO2	8	-4	-3	-11	-41	-1	-4	9	-10
14	c1ccc(-c2nn3c(-c4ccco4)nnc3s2)nc1	4	-3	1	-2	-2	-2	16	-4	-1
15	C=C[C@@H]1c2ccccc2N(S(=O)(=O)c2ccc(C)cc2)[C@H](c2ccc(C(=O)OC)cc2)C1(C#N)C#N	3	0	-1	nt	19	nt	6	nt	nt
16	COc1cccc(CNC(=O)CCCNC(=O)c2ccc(Cl)cc2)c1	-3	-1	3	2	8	2	-2	-16	-10
17	CC1CCCN(Cc2c(O)ccc3c2O/C(=C\c2ccco2)C3=O)C1 (stereo unspecified)	16	0	2	-4	12	-10	12	0	-2
18	COCCNC(=O)C(=O)NCC1OCCN1S(=O)(=O)c1cc(F)ccc1F (stereo unspecified)	8	-5	0	0	4	-4	-5	2	3
19	COC(=O)c1cc(NC(=O)COC(=O)C2COc3ccccc3O2)cc(C(=O)OC)c1 (stereo unspecified)	11	5	7	nt	-10	nt	11	nt	nt
20	C=CC[n+]1ccc2ccccc2c1C	2	2	8	1	6	0	4	0	-2
21	COC(=O)c1cc(OC)c(OC)cc1NCC(=O)Nc1cccc(C(F)(F)F)c1	21	0	-7	-6	8	5	10	5	2
22	COc1ccc(OCCCC(=O)N(C)CC(=O)Nc2c(C)cccc2C)cc1	-7	0	-1	-3	-1	-13	-8	-9	-6
23	COc1ccccc1N1CCN(C(=O)c2c(-c3ccccc3Cl)noc2C)CC1	3	0	-1	0	-2	4	1	5	1
24	CCCCOc1ccc(C(=O)N/C(=C/C=C/c2ccccc2)C(=O)NCCO)cc1	0	3	5	-5	1	4	6	1	-3
25	O=C(C1=CC=CN2CCS(=O)(=O)N=C12)N1CCN(c2cccc(Cl)c2)CC1	0	2	1	0	5	-7	-1	nt	-2

3 compounds out of the list above, ordered by the number in PAFAH1B2 inh, ascending.
item | structure | PAFAH1B2 inh
2 | O=C(CSCc1ccccc1F)NCc1ccccc1 | 2
5 | O=C(O)c1ccc(C[n+]2c(-c3ccccc3)csc2Nc2ccccc2)cc1 | 3
19 | COC(=O)c1cc(NC(=O)COC(=O)C2COc3ccccc3O2)cc(C(=O)OC)c1 (stereo unspecified) | 5

Additional structures follow:
item	SMILES	pPAFAH inh	PAFAH1B2 inh	PAFAH2 FP inh	LYPLA1 counter	PREPL inh	ZTA DNA inh	PAFAH1B3 FP inh	EBNA-1 inhibitor	LYPLA2 inh
26	CN(C)/C=C/c1c([N+](=O)[O-])c2ccc(O)cc2n1-c1ccccc1	10	-1	-1	-4	11	11	0	-8	-2
27	COc1ccc(CC(=O)NCc2nnc(SCC(=O)Nc3nccs3)n2C)cc1	-2	1	9	-4	27	7	7	8	3
28	CCOc1ccccc1NC(=O)CCSc1nc2n[nH]c(C)c2c(=N)n1-c1ccccc1Cl	-3	-3	-8	-9	-1	-2	-11	21	-18
29	COc1cc(OC)c(C2CC(=O)N3CN(C)CSC3=C2C#N)cc1OC (stereo unspecified)	6	2	-10	-3	2	10	-2	17	-2
30	O=C(NCCCN1CCOCC1)c1cc(-c2ccccc2)on1	1	2	-2	-2	9	3	3	7	-2
31	O=C(CCc1ccccc1)C(=O)N1CCCC(C(=O)c2cccc(Cl)c2)C1 (stereo unspecified)	4	5	0	0	-1	-2	6	-2	-2
32	NC(=O)c1ccc(-c2c(-c3ccccc3)sc3ccccc23)cc1	2	8	0	-1	-2	6	2	nt	2
33	CC12CCC(C/C1=N\N=C1\NC(=O)/C(=C\c3ccc(Cl)cc3)S1)C2(C)C (stereo unspecified)	0	11	6	-6	-3	-11	-4	-2	-1
34	CCc1ccc(OCC(=O)N(Cc2ccccc2)C2CCS(=O)(=O)C2)cc1 (stereo unspecified)	1	5	0	-3	-6	0	-4	-16	1
35	COc1ccc(CCNc2nc(C)nc3c2oc2ccccc23)cc1OC	-4	1	8	-2	-12	8	2	2	-11
36	COc1ccc(OCC(=O)N2c3ccccc3CCc3ccccc32)cc1	3	-2	3	1	-6	8	5	1	2
37	COC(=O)c1ccccc1NC(=O)Cn1cc2c(n1)CCC(C)C2 (stereo unspecified)	-3	7	-4	-1	-3	4	6	1	-2
38	Cc1ccc(-c2cc(C(=O)NCc3cccs3)no2)cc1	2	3	-3	1	3	1	-6	7	0
39	CCCCn1cnc2c(cnn2-c2ccc(Cl)cc2)c1=O	5	2	2	6	0	1	4	9	8
40	N=C1C(=O)OCC1c1ccccc1NC(=O)Nc1ccccc1 (stereo unspecified)	3	6	7	2	13	3	2	-7	-6
41	C/C(=N\NC(=O)c1nn(C)cc1Br)c1cccc(NC(=O)C(C)(C)C)c1	6	-1	-1	0	5	-1	4	-1	-3
42	CCn1cc(C(=O)NCc2ccc3c(c2)OCO3)c(=O)c2cc(S(=O)(=O)N3CCOCC3)ccc21	-1	2	-3	-8	-101	-1	9	-21	-1
43	NC(=O)C(Cc1ccccc1)NC(=O)C12CC3CC(CC(C3)C1)C2 (stereo unspecified)	2	19	1	0	5	1	14	4	5
44	CC(=O)Nc1ccc(S(=O)(=O)Nc2nc3nc(-c4ccccc4)cc(-c4ccccc4)n3n2)cc1	-1	5	5	-1	-7	1	7	-9	-7
45	COC/C=C/C1=CC2=CC(=O)C(C)(O)C(=O)C2=CO1 (stereo unspecified)	48*	nt	nt	-3	1	13	nt	-5	2
46	Cc1cc(C)c2c(c1)/C(=N/Nc1ccc(S(N)(=O)=O)cc1[N+](=O)[O-])CCC2	3	-1	-6	-2	8	4	4	-10	1
47	Cc1ccc(NC(=O)CCCCCCCCCCC2COCCO2)c(C)c1 (stereo unspecified)	2	-3	-2	5	9	-13	1	-1	2
48	Cc1ccc2nc(NC(=O)c3cccc(-c4cc5ccccc5oc4=O)c3)sc2c1	0	nt	nt	-7	-1	-4	nt	-5	-3
49	COc1ccc(NC(=O)c2nc3ccccc3s2)cc1	10	-4	0	-2	0	-8	-1	1	3
50	COC(=O)Oc1ccc(/C=N/NC(=O)CSCc2ccc(Cl)cc2)cc1OC	-1	8	3	-1	-47	-10	-1	-8	5
51	COc1ccc(Nc2nc(C(C)(C)C)nc3c2nnn3Cc2ccccc2Cl)cc1OC	-6	-4	-1	-4	10	-2	-6	-6	-1
52	C=CCNC(=O)CCCOc1cccc(C)c1	6	-2	-4	4	9	-7	0	-9	10
53	O=C(O)c1ccccc1C(=O)OCCCCOC(=O)c1ccccc1C(=O)O	0	1	0	-2	5	2	3	-22	0

Some of the entries so far, with one line to a screen:
43: NC(=O)C(Cc1ccccc1)NC(=O)C12CC3CC(CC(C3)C1)C2 (stereo unspecified)
44: CC(=O)Nc1ccc(S(=O)(=O)Nc2nc3nc(-c4ccccc4)cc(-c4ccccc4)n3n2)cc1
45: COC/C=C/C1=CC2=CC(=O)C(C)(O)C(=O)C2=CO1 (stereo unspecified)
46: Cc1cc(C)c2c(c1)/C(=N/Nc1ccc(S(N)(=O)=O)cc1[N+](=O)[O-])CCC2
47: Cc1ccc(NC(=O)CCCCCCCCCCC2COCCO2)c(C)c1 (stereo unspecified)
48: Cc1ccc2nc(NC(=O)c3cccc(-c4cc5ccccc5oc4=O)c3)sc2c1
49: COc1ccc(NC(=O)c2nc3ccccc3s2)cc1
50: COC(=O)Oc1ccc(/C=N/NC(=O)CSCc2ccc(Cl)cc2)cc1OC
Screen / compound no.	43	44	45	46	47	48	49	50
pPAFAH inh	2	-1	48*	3	2	0	10	-1
PAFAH1B2 inh	19	5	nt	-1	-3	nt	-4	8
PAFAH2 FP inh	1	5	nt	-6	-2	nt	0	3
LYPLA1 counter	0	-1	-3	-2	5	-7	-2	-1
PREPL inh	5	-7	1	8	9	-1	0	-47
ZTA DNA inh	1	1	13	4	-13	-4	-8	-10
PAFAH1B3 FP inh	14	7	nt	4	1	nt	-1	-1
EBNA-1 inhibitor	4	-9	-5	-10	-1	-5	1	-8
LYPLA2 inh	5	-7	2	1	2	-3	3	5

51: COc1ccc(Nc2nc(C(C)(C)C)nc3c2nnn3Cc2ccccc2Cl)cc1OC
52: C=CCNC(=O)CCCOc1cccc(C)c1
53: O=C(O)c1ccccc1C(=O)OCCCCOC(=O)c1ccccc1C(=O)O
Screen / compound no.	51	52	53
pPAFAH inh	-6	6	0
PAFAH1B2 inh	-4	-2	1
PAFAH2 FP inh	-1	-4	0
LYPLA1 counter	-4	4	-2
PREPL inh	10	9	5
ZTA DNA inh	-2	-7	2
PAFAH1B3 FP inh	-6	0	3
EBNA-1 inhibitor	-6	-9	-22
LYPLA2 inh	-1	10	0

As entered above.
#11 | ZTA DNA inh = 3
#43 | PAFAH2 FP inh = 1
